KCNQ2 inh – KCNQ2 potassium channel inhibitors, primary screen, cell-based, CHO-K1, FluxOR thallium flux, B-score (AID 2156); B-score at 10 µM; actives 1.1% (n = 310,000); O88943; 20 min; stronger effect = lower value;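 active means fluorescence ratio B-score at most minus 3 library SDs, with starting brightness B-score within 2 library SDs, cut at about -5.5 in these data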
Target sequence (O88943 whole entry, looked up): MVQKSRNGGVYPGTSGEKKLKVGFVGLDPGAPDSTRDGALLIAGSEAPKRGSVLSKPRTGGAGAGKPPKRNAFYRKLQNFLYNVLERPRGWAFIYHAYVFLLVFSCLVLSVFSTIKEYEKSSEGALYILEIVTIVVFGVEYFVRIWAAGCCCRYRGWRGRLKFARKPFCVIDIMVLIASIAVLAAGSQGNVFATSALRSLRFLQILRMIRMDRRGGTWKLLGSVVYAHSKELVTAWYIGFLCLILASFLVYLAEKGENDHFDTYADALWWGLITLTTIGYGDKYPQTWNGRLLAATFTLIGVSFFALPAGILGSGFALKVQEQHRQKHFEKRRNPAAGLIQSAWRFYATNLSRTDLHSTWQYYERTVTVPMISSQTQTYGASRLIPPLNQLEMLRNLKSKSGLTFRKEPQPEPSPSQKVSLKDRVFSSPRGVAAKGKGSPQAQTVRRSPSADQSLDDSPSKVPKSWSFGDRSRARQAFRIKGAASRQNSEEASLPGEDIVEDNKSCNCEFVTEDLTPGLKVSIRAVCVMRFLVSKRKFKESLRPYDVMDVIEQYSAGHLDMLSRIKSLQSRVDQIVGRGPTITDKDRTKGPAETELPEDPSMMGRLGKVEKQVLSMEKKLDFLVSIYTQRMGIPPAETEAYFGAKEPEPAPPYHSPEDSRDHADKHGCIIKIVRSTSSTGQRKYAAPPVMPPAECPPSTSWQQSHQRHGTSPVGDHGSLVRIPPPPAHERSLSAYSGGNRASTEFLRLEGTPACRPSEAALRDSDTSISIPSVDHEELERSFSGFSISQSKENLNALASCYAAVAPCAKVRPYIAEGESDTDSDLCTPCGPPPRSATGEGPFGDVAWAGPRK
Kir21 block – inhibitors of mouse Kir2.1 inward-rectifier potassium channel. HEK293-Kir2.1, FluxOR thallium flux fluorescence; stronger effect = lower value. B-score at 10 µM. actives 0.85% (n = 310,000). AID 1672;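 active means fluorescence ratio B-score at or below minus 3 SD of library scores, with starting-brightness B-score within 2 SD, cut at about -4.2 in these data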;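 further: channel flux triggered by added potassium and thallium sulfate stimulus; B-score of peak minus minimum fluorescence over baseline after thallium stimulus; more negative B-score means stronger Kir2.1 block with less thallium influx; some compounds called inactive have numbers as strong as hits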
STK33 inh – blocks human STK33 kinase activity | actives 0.073% (n = 320,000) | Q9BYT3 | purified STK33, MBP phosphorylation, ADP-Glo luminescence | inhibition, % at 10 µM;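 active means inhibition at or above 25%, using the most active replicate where run in duplicate; inactive means inhibition below 25%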
Numbers without * were called inactive; i = inactive; x = not tested or not shown.

Results follow in this order: Kir21 block	KCNQ2 inh	STK33 inh
CCCCCCSc1cccc(-c2nc3ccc(C)cn3c2NCc2ccccc2)c1
 : 2.07	i	-0.8
O=C(COc1ccc(Cl)cc1[N+](=O)[O-])N1CCCCCC1
 : 0.14	i	0.7
CCOc1cccc(C(=O)Nc2ccc3oc(Cc4ccc(Cl)cc4)nc3c2)c1
 : -0.65	i	-0.9
COC(C(=O)Nc1ccc(NC(=O)C(OC)c2ccccc2)cc1)c1ccccc1 (stereo not given)
 : -0.98	i	-0.1
CCC12CN(C(=O)c3ccco3)CC(CC)(CN(C(=O)c3ccco3)C1)C2=O
 : 0.39	i	0.3
CC1CCCCN1C(=O)COc1ccc2ccc(=O)oc2c1 (stereo not given)
 : -0.57	i	-3.4
CCOC(=O)c1c2c3c(c(Cl)ccc3[nH]c1=O)C(=O)c1ccccc1-2
 : -0.21	i	x
COc1ccccc1N(CN1C(=O)c2ccccc2C1=O)C(=O)c1cccnc1
 : 0.89	i	0.2
COCCNC(=O)CN(C(=O)Cn1nnc2ccccc21)c1ccc(F)c(Cl)c1
 : 0.71	i	0.8
CSCCC1NC2(C(=O)Nc3c2ccc(Cl)c3C)[C@@H]2C(=O)N(C3CCCC3)C(=O)[C@H]12 (stereo not given in full)
 : -0.59	i	0.9
COc1cc(C(=S)N2CCOCC2)cc(OC)c1OC(=O)c1ccc(C)cc1
 : -1.5	i	-0.3
Cc1cccc(NC(=O)c2cc3c(s2)-c2c(C)cccc2OC3)n1
 : -0.02	i	-0.4
COc1ccc(CCNC(=O)c2ccc(N(C)S(=O)(=O)c3ccc(C)cc3)cc2)cc1
 : 0.04	i	1.2
CN(C)S(=O)(=O)c1cccc(C(=O)OCC(=O)NC2CCCc3ccccc32)c1 (stereo not given)
 : 1.55	i	0.7
CCC1CCC/C1=N\NC(=O)c1ccccc1C (stereo not given)
 : 0.35	i	-2.2
COc1cc(OC)c(C2=NOC(C(=O)NCc3cccs3)C2)cc1Cl (stereo not given)
 : -1.3	i	0.2
CCOc1ccc(C(=O)N(Cc2ccccc2)c2cccc(C)c2)cc1OC
 : 1.67	i	-0.6
CCCCCOC(=O)Nc1ccc(S(=O)(=O)Nn2cnnc2)cc1
 : 0.82	i	-0.3
CC(=O)C1=C(O)C(=O)N(Cc2ccccc2)C1c1ccc(Cl)cc1 (stereo not given)
 : 1.1	i	0.5
CC(Sc1c[nH]c2ccccc12)C(=O)O (stereo not given)
 : 0.67	i	-0.5
O=C1C2ON(c3ccccc3)C(c3cccnc3)C2C(=O)N1c1ccc(Cl)c(Cl)c1 (stereo not given)
 : -0.4	i	-0.5
Cc1cccc(NC(NC(=O)c2cccnc2)C(Cl)(Cl)Cl)c1 (stereo not given)
 : -0.77	i	-0.9
Cc1ccc(-c2nnn(CC(=O)N(CCN3CCOCC3)C(C(=O)NC3CCCC3)c3ccncc3)n2)o1 (stereo not given)
 : -0.47	i	-0.3
CCc1ccc2nc3sc(C(=O)O)cc3cc2c1
 : -0.23	i	3.4
Cc1cc(C)nc(-n2nc(C)c3c(C(=O)O)cc(-c4cccc(Br)c4)nc32)n1
 : 1.46	i	-0.6
COc1ccc(CN(C(=O)CN2C(=O)COc3ccccc32)C2CCCC2)c(OC)c1
 : -0.01	i	-1.4
COc1ccc(Br)cc1CN(C)C(=O)Cc1ccc(S(=O)(=O)N2CCOCC2)s1
 : -1.37	i	-1.2
Cc1c(C)[n+](=O)c(-c2ccc(F)cc2)c(C)n1[O-]
 : -1.1	i	-1.7
Cc1n[nH]c(=O)c2c(NC(=O)CSc3nnnn3-c3ccccc3)oc(C)c12
 : 2.36	i	0.0
COc1ccccc1NC(=O)Cn1nnc(-c2ccccc2NC(=O)c2cccs2)n1
 : -0.4	i	0.0
C/C(=N\Nc1ccc(C#N)cc1[N+](=O)[O-])c1ccc(O)cc1
 : 0.22	i	-1.6
CCOc1ccc(Br)cc1C(=O)N/N=C/c1c[nH]c2ccccc12
 : -0.06	i	-1.8
OC(COc1ccc2cc(Br)ccc2c1)CN1CCN(c2ccccn2)CC1 (stereo not given)
 : 0.49	i	-0.4
Cc1ccnc(N2C(=O)c3ccccc3C2=O)c1
 : 0.07	i	0.6
CCOC(=O)c1nc(N/N=C/c2ccccc2)sc1Br
 : 0.29	i	0.3
CCOC(=O)C1=C(c2ccccc2)NC(=O)NC1c1cc(OC)c(O)c([N+](=O)[O-])c1 (stereo not given)
 : 0.54	i	x
O=c1oc2ccccc2n1CSc1nc2ccccc2s1
 : -0.18	i	-0.9
COC(=O)Cc1c(C)nc2nc(-c3ccc(C)cc3)[nH]n2c1=O
 : -0.03	i	-3.5
CCCCOc1ccc(C(=O)OC(C)CN(C)C)cc1 (stereo not given)
 : -0.11	i	2.4
CCN(CC)CCCN1C(=O)C(O)=C(C(=O)c2cc3cccc(OC)c3o2)C1c1ccncc1 (stereo not given)
 : 0.28	i	-0.3
O=C(Nc1ccncc1)c1cccc(S(=O)(=O)N2CCOCC2)c1
 : 0.02	i	1.9
N#C/C(=C\c1ccccc1)C(=O)NC(=O)Oc1ccccc1
 : -0.85	i	0.6
O=C(COC(=O)c1nc(Cl)ccc1Cl)NC1CCCCCC1
 : 0.73	i	-2.5
Cn1c(=O)c2c(SCc3ccccc3)nc(C3CC3)nc2n(C)c1=O
 : -0.01	i	-0.3
COc1ccc(N(C(C)C(=O)NCCSCc2cccc(Cl)c2)S(C)(=O)=O)cc1 (stereo not given)
 : 0.39	i	x

Gathered by group, the entries above with a furan ring, fused or not (four)
Results follow in this order: Kir21 block	KCNQ2 inh	STK33 inh
CCC12CN(C(=O)c3ccco3)CC(CC)(CN(C(=O)c3ccco3)C1)C2=O
 : 0.39	i	0.3
Cc1ccc(-c2nnn(CC(=O)N(CCN3CCOCC3)C(C(=O)NC3CCCC3)c3ccncc3)n2)o1 (stereo not given)
 : -0.47	i	-0.3
Cc1n[nH]c(=O)c2c(NC(=O)CSc3nnnn3-c3ccccc3)oc(C)c12
 : 2.36	i	0.0
CCN(CC)CCCN1C(=O)C(O)=C(C(=O)c2cc3cccc(OC)c3o2)C1c1ccncc1 (stereo not given)
 : 0.28	i	-0.3

7 neighbouring compounds already listed:
Results follow in this order: Kir21 block	KCNQ2 inh	STK33 inh
C/C(=N\Nc1ccc(C#N)cc1[N+](=O)[O-])c1ccc(O)cc1
 : 0.22	i	-1.6
CCOc1ccc(Br)cc1C(=O)N/N=C/c1c[nH]c2ccccc12
 : -0.06	i	-1.8
OC(COc1ccc2cc(Br)ccc2c1)CN1CCN(c2ccccn2)CC1 (stereo not given)
 : 0.49	i	-0.4
Cc1ccnc(N2C(=O)c3ccccc3C2=O)c1
 : 0.07	i	0.6
CCOC(=O)c1nc(N/N=C/c2ccccc2)sc1Br
 : 0.29	i	0.3
CCOC(=O)C1=C(c2ccccc2)NC(=O)NC1c1cc(OC)c(O)c([N+](=O)[O-])c1 (stereo not given)
 : 0.54	i	x
O=c1oc2ccccc2n1CSc1nc2ccccc2s1
 : -0.18	i	-0.9

New compounds follow.
Results follow in this order: Kir21 block	KCNQ2 inh	STK33 inh
CCc1ccc(N2CCN(S(=O)(=O)CC34CCC(CC3=O)C4(C)C)CC2)cc1 (stereo not given)
 : 0.36	i	-1.7
CSc1ncc(CN2CCc3c([nH]c4ccccc34)C2C(C)(C)C)cn1 (stereo not given)
 : -0.16	i	0.0
Cc1ccc(N(CC(=O)N/N=C/c2cccs2)S(C)(=O)=O)cc1
 : -0.33	i	0.4
CCCCNC(=O)C1(NC(=O)Nc2ccc(C)cc2)CCCCC1
 : -0.76	i	-0.6
N#C/C(=N\Nc1cc(Cl)cc(Cl)c1)c1nnc2n1CCCCC2
 : 0.28	i	4.7
O=c1ccc(-c2ccccc2)nn1Cc1ccccc1
 : 0.3	i	-0.4
CC1CCN(c2ccc(C(=O)O)cc2)CC1
 : -0.35	i	0.0
O=C(NNc1c(Cl)cncc1Cl)c1cccs1
 : 1.53	i	-0.3
C/C(=N\NC(=O)C(c1ccncc1)N1CCOCC1)c1ccc(Br)cc1 (stereo not given)
 : 0.09	i	0.5
COc1ccc(NC(=O)c2cc(-c3ccccc3O)n[nH]2)cc1Cl
 : -1.74	i	-0.7
CC1(c2ccccc2)NC(=O)N(CC(=O)NC(=O)NCc2ccco2)C1=O (stereo not given)
 : 1.93	i	0.3

Copied from the list:
Kir21 block, `Cc1ccc(N(CC(=O)N/N=C/c2cccs2)S(C)(=O)=O)cc1` = -0.33
STK33 inh, `CC1(c2ccccc2)NC(=O)N(CC(=O)NC(=O)NCc2ccco2)C1=O` (stereo not given) = 0.3
Kir21 block, `CSc1ncc(CN2CCc3c([nH]c4ccccc34)C2C(C)(C)C)cn1` (stereo not given) = -0.16

Not a hit list. Share with any hit: about 1.9%.
